rCAG RNA binder = r(CAG) repeat RNA binding. AID 651821. inhibition, % at 3 µM. hit rate 1.3% among 370,000. TO-PRO-1 dye displacement fluorescence;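 active = inhibition above the plate cutoff, the mean of all test compounds on that plate plus 3 SD, cut at about 35% in these data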;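 note: 0% = DMSO alone and 100% = 100 µM mitoxantrone as full dye displacement; higher means more dye released from RNA so lower well fluorescence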
GC-B act = GC-B (human) receptor activation; P20594; HEK293-GC-B cells, CNP EC30, cGMP TR-FRET; 0% at EC30 CNP, 100% saturating CNP; activation, % at 10 µM; hit rate 0.11% among 370,000; AID 1920062;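 active = activation at 10 µM reaching about 35% in either raw or pattern-adjusted values, limit read from the data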
HGIII-sPLA2 inh = Blocks human group III sPLA2 activity. QFRET BODIPY PC-A2 liposome hydrolysis, fluorescence. hit rate 0.56% among 370,000. Q9NZ20. inhibition, % at 12.2 µM;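 active = inhibition above mean plus 3 SD of compounds lying within the high and low control bounds, cut at about 19% in these data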;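 note: 0% = median of test compound wells and 100% = no enzyme DMSO wells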
Target sequence (Q9NZ20 whole entry, looked up): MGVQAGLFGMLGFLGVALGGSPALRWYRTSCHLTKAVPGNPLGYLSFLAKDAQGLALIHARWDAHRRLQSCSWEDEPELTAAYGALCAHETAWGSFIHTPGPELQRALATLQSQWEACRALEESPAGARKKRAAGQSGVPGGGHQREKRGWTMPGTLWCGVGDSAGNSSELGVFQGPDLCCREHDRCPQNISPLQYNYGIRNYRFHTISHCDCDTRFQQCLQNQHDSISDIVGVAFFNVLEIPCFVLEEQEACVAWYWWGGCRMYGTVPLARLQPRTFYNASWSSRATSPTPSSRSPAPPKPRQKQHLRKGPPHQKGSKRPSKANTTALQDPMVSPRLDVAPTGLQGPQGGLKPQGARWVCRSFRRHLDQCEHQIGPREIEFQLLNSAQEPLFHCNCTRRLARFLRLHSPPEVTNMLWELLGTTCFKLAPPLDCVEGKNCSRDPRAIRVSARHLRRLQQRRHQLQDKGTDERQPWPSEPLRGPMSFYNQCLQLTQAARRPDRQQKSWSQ
GC-A act = GC-A (human) enzyme activation | HEK293 GC-A cells, cGMP TR-FRET, EC30 ANP; 0% at EC30 ANP, 100% saturating ANP | activation, % at 10 µM | hit rate 0.14% among 370,000; in the data active = activation above about 40%
ASAP1 inh = inhibitors of human ASAP1 ArfGAP activity; hit rate 0.19% among 360,000; Q9ULH1; inhibition, % at 16.5 µM; ASAP1-stimulated ARF1 GTP hydrolysis, GDP FP detection; in the data active = inhibition above about 25%;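 note: 0% = vehicle with enzyme and substrate and 100% = no enzyme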
ADAM10 inh = ADAM10 inhibition, QFRET primary screen; O14672; AID 720582; recombinant ADAM10, EDANS/DABCYL FRET peptide cleavage, 3 h; inhibition, % at 7 µM; hit rate 0.62% among 370,000;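 active = inhibition above a per-campaign cutoff equal to the mean of compounds falling between control-based bounds plus 3 SD, cut at about 20% in these data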;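 note: 0% = DMSO wells while the 100% control is not disclosed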
proKLK7 act = activates the human kallikrein-7 zymogen | P49862 | activation, % at 7 µM | hit rate 0.9% among 370,000 | purified proKLK7, EDANS-DABCYL substrate fluorescence; 100% is mature enzyme control, 0% vehicle | AID 652039;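 active = activation above the mean of all tested compounds plus 3 SD, computed per campaign excluding outliers beyond control limits, cut at about 13% in these data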
Target sequence (P49862 whole entry, looked up): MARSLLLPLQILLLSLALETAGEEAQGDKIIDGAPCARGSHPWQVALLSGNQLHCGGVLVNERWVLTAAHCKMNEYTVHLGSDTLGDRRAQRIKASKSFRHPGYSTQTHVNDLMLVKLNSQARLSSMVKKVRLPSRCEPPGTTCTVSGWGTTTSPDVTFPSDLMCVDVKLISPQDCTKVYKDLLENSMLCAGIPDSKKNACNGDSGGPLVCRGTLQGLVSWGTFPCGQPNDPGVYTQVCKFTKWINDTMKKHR
DDE Tn6 FP inh = inhibitors of Tn6 peptide binding to human fibrin DD(E); P02675; inhibition, % at 8.3 µM; AID 720509; Fibrin DD(E) TRITC-Tn6 fluorescence polarization displacement; hit rate 0.21% among 370,000;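 active = inhibition above a per-campaign cutoff: mean of compounds within control limits plus 3 SD, cut at about 15% in these data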;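 note: 0% = median of all compound wells on the plate and 100% = blocking peptide control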
ARFGAP1 inhibitor = inhibits rat ARF GTPase activating protein 1; inhibition, % at 16.5 µM; Arfgap1-stimulated ARF1 GTP hydrolysis, GDP FP detection; hit rate 0.26% among 360,000; AID 651572;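 active = inhibition above a per-plate limit, mean inhibition of low control wells plus 3 SD, cut at about 25% in these data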;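 note: 0% = DMSO wells with enzyme and 100% = wells lacking Arfgap1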
Target sequence (Q62848 1-136 limits assumed): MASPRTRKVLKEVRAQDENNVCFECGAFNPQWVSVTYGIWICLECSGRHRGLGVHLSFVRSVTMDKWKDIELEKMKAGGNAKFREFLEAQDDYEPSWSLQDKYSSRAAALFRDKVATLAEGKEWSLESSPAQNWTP
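material = rat Arfgap1 catalytic domain, aa 1-136 | also added = human ARF1(Δ1-17)-GTP substrate | compound dosing = one concentration, 16.5 µM, DMSO 1.26% | times = GTP hydrolysis reaction 2 h at 25 °C | measured by = FP, GDP Alexa 633 tracer displaced from anti-GDP antibody, 620/688 nm | evaluation = percent inhibition of Arfgap1-stimulated GTP hydrolysis | replication = single well per compound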
FXN GAA850 act = activators of GAA850 frataxin (FXN) promoter. hit rate 0.56% among 360,000. HEK293 lucGAA850 FXN promoter luciferase reporter, 24 h; percent of 10 µM SAHA response. activation, % at 6 µM;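 active = activation above the average of all compounds screened plus 3 SD, cutoff fixed separately per campaign, cut at about 7.5% in these data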;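 note: 0% = DMSO wells and 100% = 10 µM SAHA wells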
* = called active by the depositor; / = no result given.

SMILES | rCAG RNA binder | GC-B act | HGIII-sPLA2 inh | GC-A act | ASAP1 inh | ADAM10 inh | proKLK7 act | DDE Tn6 FP inh | ARFGAP1 inhibitor | FXN GAA850 act
Cc1ccccc1NC(=O)CCN1CCCC1 | 1 | -3 | 8 | -5 | -4 | 5 | 0.1 | 4 | -8 | 0.6
Cc1nc(NC(=O)CSc2ccccc2N)sc1C | -3 | -5 | 16 | -3 | 6 | -10 | 0.2 | 9 | -6 | /
COc1cc(OC)cc(C(=O)Nc2nc(CC(=O)NCc3ccccc3OC)cs2)c1 | 0 | 1 | -13 | 1 | -2 | 2 | -0.1 | 5 | -1 | -3.2
O=C(COc1ccc(Br)cc1)NCCCNC(=O)c1cnccn1 | 0 | 0 | 9 | 2 | -1 | -4 | -0.1 | -5 | 0 | -0.3
CN1CCN(C(=S)NC(=O)/C=C/c2ccccc2)CC1 | 2 | -6 | 3 | 2 | 8 | 2 | 0.3 | 5 | -13 | 1.4
COc1ccc(OCC(O)CNc2ccc(Br)cc2)cc1 (stereo not drawn) | 1 | -2 | 7 | 1 | 13 | 17 | 0.2 | -4 | 3 | -2.0
CCC(Sc1ccccn1)C(=O)Nc1cccc([N+](=O)[O-])c1 (stereo not drawn) | -2 | 1 | -7 | -4 | 8 | -2 | 0.6 | 0 | 3 | 1.8
CCCN(C(=O)c1ccco1)c1nnc(-c2ccncc2)s1 | -3 | -4 | -1 | -2 | 2 | -37 | 5.0 | 1 | 0 | -0.1
Cc1ccc2nc3n(c(=O)c2c1)-c1ncccc1C(=O)NC3Cc1ccc(O)cc1 (stereo not drawn) | 1 | 0 | -12 | -1 | -10 | -4 | 0.4 | -1 | -6 | 0.9
CCN(CCn1cccn1)C(=O)CC1C(=O)NCCN1Cc1cc(OC)cc(OC)c1 (stereo not drawn) | -3 | 1 | -2 | 1 | -10 | -9 | -0.4 | 4 | -10 | -0.2
Cc1ccc(CN2CCCCC(NC(=O)c3ccc(C)cc3)C2=O)cc1 (stereo not drawn) | -1 | 1 | 9 | 1 | / | -7 | 0.5 | 4 | / | /
COc1ccc(CN2CCNC(=O)C2CC(=O)N(C)C2CCOCC2)c(F)c1 (stereo not drawn) | -2 | 4 | 8 | 0 | -11 | -16 | 0.5 | -11 | 9 | -0.3
O=C(NNS(=O)(=O)c1ccccc1[N+](=O)[O-])c1ccc(F)cc1 | 14 | 5 | -32 | 6 | 8 | 16 | -0.1 | 10 | 15 | -1.5
CSc1nc(Cc2ccc(Cl)cc2)nc2ccccc12 | 0 | 1 | 0 | -2 | 1 | 1 | 0.0 | -1 | 3 | -1.7
CCCCNC(=O)COC(=O)c1cc2c(C)nn(-c3ccccc3)c2s1 | 3 | -4 | 7 | -1 | 1 | -44 | -2.2 | 2 | 10 | 0.7
CN(Cc1ccccc1)c1c([N+](=O)[O-])c(=O)n(C)c2ccccc12 | 0 | 1 | -1 | 1 | 0 | -6 | 0.3 | 0 | 11 | 3.2
COc1ccc([C@H]2C[C@@H](O)[C@H](n3cc(C4CC4)nn3)CN2Cc2cccs2)cc1 | 3 | -2 | -8 | -3 | 9 | 3 | 0.5 | -4 | -7 | -1.7
CSc1ccc(CCNC(=O)c2ccc(CS(=O)Cc3ccc(Cl)cc3)o2)cc1 (stereo not drawn) | -3 | -11 | -7 | -2 | 10 | 8 | 0.3 | -6 | -7 | 0.2
COc1ccc(C)cc1NC(=O)CSCc1cc(=O)n2c(C)csc2n1 | -4 | 2 | 10 | -1 | 6 | -63 | 0.6 | -1 | 10 | 0.2
COc1nc(OCC#N)nc(N(C)C)n1 | -2 | 10 | 1 | 2 | 3 | -4 | -0.4 | -10 | -4 | 3.1
CCCCC1OC(CCc2ccccc2)CC2=C1C(=O)OC(C)(C)O2 (stereo not drawn) | 0 | 1 | 2 | -3 | -7 | -4 | 0.4 | -6 | 4 | /
COc1ccc(C(C#N)=Cc2cc(OC)c(OC)c(OC)c2)cc1 | 0 | -15 | -8 | -10 | -3 | -8 | -0.3 | 0 | 2 | /
C=CCn1c(SCC(=O)NC2CCCC2)nc2scc(-c3ccco3)c2c1=O | 3 | 3 | -4 | 8 | 2 | 3 | 0.2 | 6 | 1 | 2.3
COc1ccc(NC(=O)Cn2c(=O)n(CC(=O)NCc3ccco3)c(=O)c3ccccc32)cc1OC | 6 | -1 | 2 | -3 | 4 | -1 | -0.8 | -5 | -1 | -2.2
CCCC(=O)C1=C(O)C(C(=O)OC)C(C)(C)CC1=Nc1ccc(OC)cc1 (stereo not drawn) | -9 | -1 | -5 | 4 | 9 | 4 | 0.0 | 0 | -8 | 1.1
Cc1c2ccccc2cc[n+]1CCCS(=O)(=O)[O-] | 2 | -1 | 2 | 2 | -2 | -27 | -0.1 | 0 | -9 | 1.5
Cc1cc(C)nc(SCC(=O)NNC(=O)c2cccs2)n1 | -2 | 9 | 9 | 2 | -10 | -9 | -0.3 | 4 | 2 | 3.1
Cc1ccc(S(=O)(=O)N2CCN(C(=O)Cc3ccc(S(=O)(=O)N4CCOCC4)s3)CC2)cc1 | 0 | -3 | -29 | 3 | 4 | 5 | -0.4 | 9 | -6 | 3.9
COc1cc(NC(=O)c2ccc(C)cc2C)ccc1NC(=O)c1cc2ccccc2o1 | 3 | -7 | 6 | -2 | 11 | -10 | -0.7 | -4 | -5 | -1.7
COc1cccc(-c2nc(N3CCCCC3)c3ccccc3n2)c1O | 3 | -10 | -2 | -20 | -9 | 6 | 0.1 | 7 | 10 | 4.3
COC(=O)c1ccccc1NC(=O)CSc1nc2ccsc2c(=O)n1CCCCC(=O)O | 3 | -3 | -1 | -5 | 2 | -3 | -0.1 | -5 | -13 | 2.7
Cc1ccnc(NS(=O)(=O)c2ccc(NS(=O)(=O)c3cc(Cl)ccc3Cl)cc2)n1 | 8 | 2 | 2 | 2 | 2 | -1 | -0.6 | 3 | 4 | -1.5
COc1ccc(S(=O)(=O)N2CCOCC2)cc1N=Nc1sc(N)nc1-c1ccccc1 | 25 | 45* | 7 | 55* | 1 | 8 | 0.9 | -6 | -12 | 1.2
CC(OC(=O)Cn1nnc2ccccc21)C(=O)NC1CCCC1 (stereo not drawn) | -1 | -10 | -2 | 3 | -7 | -1 | 0.0 | 12 | -4 | -0.1
CCOc1ncccc1C(=O)OCC(=O)NC(=O)NC(C)C | -3 | 1 | -1 | 5 | -1 | -2 | -0.3 | -1 | 8 | 0.5
CS(=O)(=O)c1ccc(Cl)c(NC(=O)COc2ccc3c(c2)CCC3)c1 | 2 | 2 | -10 | -4 | 1 | 4 | -0.1 | 7 | 8 | -1.3
COc1ccccc1-c1nc(C#N)c(N2CCN(C(=O)c3ccco3)CC2)o1 | -1 | 3 | 3 | -4 | -8 | -59 | 0.5 | 3 | 12 | 0.4
O=C(O)c1ccc2c(c1)C(=O)N(c1ccc(Nc3ccccc3)cc1)C2=O | 20 | 0 | 5 | -5 | 3 | -3 | -0.6 | 0 | 1 | -0.1
COC(=O)c1ccc(CN2CCCCC2)cc1 | -1 | -9 | 0 | 3 | -18 | -2 | 0.5 | -3 | -3 | -1.1
O=C(c1ccco1)N1CCc2[nH]nc(-c3ccccc3)c2C1 | 3 | -4 | -5 | 1 | 0 | 5 | -0.2 | -1 | -5 | 2.7
NC(=O)C1CCN(Cc2ccc(OCc3ccccc3)cc2)CC1 | -2 | 0 | 11 | 2 | -15 | -5 | -0.4 | 4 | -6 | 6.7
CCc1nc2ccc(C(=O)N(C)CC(=O)Nc3ccc(F)c(F)c3F)cc2nc1CC | -9 | -1 | -1 | 0 | -2 | 3 | -0.3 | -2 | 9 | -0.3
COc1ccc(CCC(=O)OCC(=O)c2c(N)n(CC(C)C)c(=O)n(C)c2=O)cc1 | -4 | 12 | -12 | 0 | -5 | 15 | 0.5 | -8 | 11 | 1.8
CCN1C(=O)CC(C(=O)O)SC1=Nc1ccc(OC)cc1 (stereo not drawn) | 0 | 0 | 2 | 4 | -3 | -5 | 0.2 | 2 | -5 | 0.3
CC(=O)c1ccc(OCCCC(=O)NC(C)c2ccc(S(N)(=O)=O)cc2)cc1 (stereo not drawn) | 8 | 3 | 9 | 7 | 2 | -8 | -0.2 | -3 | 15 | 1.6
COc1ccc(Cl)cc1-c1cc(C(=O)Nc2cc(OC)c(OC)c(OC)c2)[nH]n1 | 6 | 25 | -21 | 28 | 14 | 0 | 0.2 | -10 | 11 | -2.0
FC(F)(F)c1cccc(Nc2cc(-c3ccccc3)nc3ncnn23)c1 | -1 | 0 | -3 | 0 | 17 | -2 | -0.4 | 1 | 13 | 0.5
CCCCNC(=S)N(CCO)Cc1cc2cc3c(cc2[nH]c1=O)OCCO3 | 4 | -4 | -2 | 2 | 5 | -215 | 2.8 | -4 | 5 | 1.4
COc1ccc(CN2CCN(S(=O)(=O)c3ccc(NC(C)=O)cc3)CC2)cc1OC | -1 | -10 | -6 | 4 | 8 | -2 | -0.2 | 6 | 0 | -0.8
NNC(=O)c1ccncc1 | 4 | 1 | 1 | 3 | 0 | 7 | -1.1 | 1 | 2 | 1.0
COc1ccccc1N(CN1C(=O)c2ccccc2C1=O)C(=O)c1cccc(C)c1 | -3 | -1 | -3 | -2 | 2 | 11 | -0.1 | -6 | -2 | 0.4
O=C(Nc1ccc2c(c1)OCO2)c1ccncc1 | 1 | 6 | -4 | -3 | -2 | 1 | 0.7 | 9 | -9 | -0.3
COc1ccc2cc(-c3ccsc3)ncc2c1 | 1 | -6 | -8 | 1 | 18 | -78 | 0.4 | -10 | 1 | 6.6
CCCCC(c1nnnn1CC1CCCO1)N1CCN(c2cccc(C)c2C)CC1 (stereo not drawn) | -9 | -3 | 1 | -4 | -10 | 12 | -0.3 | 0 | -3 | 1.4
O=S(=O)(c1ccc(Cl)cc1)N1CCNCC1 | 0 | 5 | -1 | 0 | -1 | -3 | 0.0 | -6 | 1 | -0.2
O=C(CC1C[C@H](C(=O)N2CCCCC2)[C@@]2(CCc3ccccc3)c3[nH]c4ccccc4c3CCN2C1=O)NCCC1=CCCCC1 (stereo partly drawn) | 5 | 5 | 1 | 0 | 7 | -8 | -0.1 | 3 | 5 | -0.1
NC(Cc1ccc(Cl)cc1)c1csc(NC(=O)Nc2ccccc2-c2ccccc2)n1 (stereo not drawn) | 18 | 4 | 14 | 0 | 0 | 7 | 0.5 | -3 | 12 | -1.5

3 compounds from above, ordered by SMILES length, rising:
SMILES | rCAG RNA binder | GC-B act | HGIII-sPLA2 inh | GC-A act | ASAP1 inh | ADAM10 inh | proKLK7 act | DDE Tn6 FP inh | ARFGAP1 inhibitor | FXN GAA850 act
CCCN(C(=O)c1ccco1)c1nnc(-c2ccncc2)s1 | -3 | -4 | -1 | -2 | 2 | -37 | 5.0 | 1 | 0 | -0.1
O=C(COc1ccc(Br)cc1)NCCCNC(=O)c1cnccn1 | 0 | 0 | 9 | 2 | -1 | -4 | -0.1 | -5 | 0 | -0.3
COc1ccc([C@H]2C[C@@H](O)[C@H](n3cc(C4CC4)nn3)CN2Cc2cccs2)cc1 | 3 | -2 | -8 | -3 | 9 | 3 | 0.5 | -4 | -7 | -1.7

Screening results: PubChem, several laboratories
